# Screening data: PubChem, The Scripps Research Institute Molecular Screening Center
# ADAM17 inh: inhibitors of human ADAM17. P78536. recombinant ADAM17, EDANS/DABCYL FRET peptide cleavage. inhibition, % at 6.95 µM. actives 0.83% (n = 370,000);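 active = inhibition above the mean of compounds lying between control limits plus 3 SD, set per campaign, cut at about 8.5% in these data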;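 note: 0% = DMSO-only wells as the low control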
# PLCg1 inh: PLC-gamma1 (human) inhibition, primary screen; P19174; purified PLC-gamma1, fluorogenic substrate, fluorescence; inhibition, % at 12.2 µM; actives 0.84% (n = 370,000); in the data active = inhibition above about 9.5%
# TDP2 inh: blocks human TDP2 phosphodiesterase activity; actives 0.34% (n = 370,000); recombinant TDP2, T5PNP hydrolysis, p-nitrophenol absorbance 415 nm; inhibition, % at 12.8 µM; O95551;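 active = inhibition above the mean of all tested compounds plus 3 SD, set per campaign, cut at about 25% in these data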;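 note: 0% = DMSO with enzyme and 100% = buffer with substrate but no TDP2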
#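 Read-out basis: percent inhibition. System: recombinant human TDP2. Buffer or medium: Mg2+-containing Tris-HCl buffer, pH 7.5. Repeats: single replicate. Timing: reaction 2 h, 37 °C. Benchmarks: high control without enzyme, low control DMSO plus TDP2. Probe or stimulus: 5 mM T5PNP. Doses: 12.8 µM only. Measured by: epi absorbance of p-nitrophenol freed from T5PNP by hydrolysis.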
# PLC-beta3 inh: inhibitors of human phospholipase C beta3 | Purified PLC-beta3, fluorogenic substrate, fluorescence | inhibition, % at 12.2 µM | actives 0.18% (n = 370,000); in the data active = inhibition above about 11%;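 note: 0% = median of compound wells on plate and 100% = full blocker control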
# ASAP1 GAP inh: blocks human ASAP1-stimulated Arf1 GTP hydrolysis | actives 0.19% (n = 360,000) | GDP FP detection | inhibition, % at 16.5 µM; in the data active = inhibition above about 25%;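 note: 0% = vehicle with enzyme and substrate and 100% = no enzyme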
# Target sequence (Q9ULH1 325-724 limits assumed): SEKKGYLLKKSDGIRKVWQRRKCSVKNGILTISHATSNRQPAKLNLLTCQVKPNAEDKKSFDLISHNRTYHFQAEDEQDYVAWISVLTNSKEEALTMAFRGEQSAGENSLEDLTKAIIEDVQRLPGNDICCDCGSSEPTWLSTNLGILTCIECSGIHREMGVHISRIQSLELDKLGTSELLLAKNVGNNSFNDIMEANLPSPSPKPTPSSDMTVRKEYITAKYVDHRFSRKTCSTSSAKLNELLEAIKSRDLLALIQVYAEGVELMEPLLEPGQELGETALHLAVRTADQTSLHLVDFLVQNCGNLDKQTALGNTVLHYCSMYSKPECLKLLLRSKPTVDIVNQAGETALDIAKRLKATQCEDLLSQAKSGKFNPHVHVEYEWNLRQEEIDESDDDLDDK
# ARFGAP1 inhibitor: inhibits rat ARF GTPase activating protein 1; Q62848; inhibition, % at 16.5 µM; Arfgap1-stimulated ARF1 GTP hydrolysis, GDP FP detection; actives 0.26% (n = 360,000);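 active = inhibition above a per-plate limit, mean inhibition of low control wells plus 3 SD, cut at about 25% in these data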;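 note: 0% = DMSO wells with enzyme and 100% = wells lacking Arfgap1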
# Target sequence (Q62848 1-136 limits assumed): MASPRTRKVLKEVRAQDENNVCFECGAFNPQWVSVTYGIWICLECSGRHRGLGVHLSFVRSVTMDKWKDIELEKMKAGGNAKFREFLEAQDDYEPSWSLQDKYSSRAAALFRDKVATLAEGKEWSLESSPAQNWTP
#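 System: truncated rat Arfgap1 GAP domain / Medium: HEPES-based buffer, pH 7.5 / Also added: N-terminally truncated human ARF1-GTP substrate / Incubation: enzyme reaction 120 min at 25 °C after 20 min preincubation / Measured by: FP of antibody-bound GDP Alexa 633 tracer, ex 620/em 688 nm / Replicates: singlicate, each compound tested once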
# ADAM10 inh: inhibits human ADAM10 | actives 0.62% (n = 370,000) | AID 720582 | O14672 | recombinant ADAM10, EDANS/DABCYL FRET peptide cleavage, 3 h | inhibition, % at 7 µM;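 active = inhibition above a per-campaign cutoff equal to the mean of compounds falling between control-based bounds plus 3 SD, cut at about 20% in these data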;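 note: 0% = DMSO wells while the 100% control is not disclosed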
# Target sequence (O14672 214-748 limits assumed): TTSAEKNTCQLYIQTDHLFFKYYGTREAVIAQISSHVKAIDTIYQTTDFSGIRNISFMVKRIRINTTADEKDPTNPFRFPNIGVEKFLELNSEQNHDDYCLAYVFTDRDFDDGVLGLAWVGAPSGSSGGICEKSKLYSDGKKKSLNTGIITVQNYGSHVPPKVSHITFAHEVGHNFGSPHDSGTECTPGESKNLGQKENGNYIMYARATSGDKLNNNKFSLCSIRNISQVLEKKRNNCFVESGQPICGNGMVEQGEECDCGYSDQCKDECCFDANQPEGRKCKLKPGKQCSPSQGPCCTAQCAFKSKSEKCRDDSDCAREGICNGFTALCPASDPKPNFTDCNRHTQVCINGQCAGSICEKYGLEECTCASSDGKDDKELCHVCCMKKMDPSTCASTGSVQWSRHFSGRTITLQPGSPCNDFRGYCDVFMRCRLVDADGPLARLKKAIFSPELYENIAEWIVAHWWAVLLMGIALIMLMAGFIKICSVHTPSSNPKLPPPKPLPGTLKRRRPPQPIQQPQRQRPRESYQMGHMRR
# Tn6 DDE FP: DD(E)-Tn6 binding inhibition, primary FP screen; P02675; Fibrin DD(E) TRITC-Tn6 fluorescence polarization displacement; inhibition, % at 8.3 µM; actives 0.21% (n = 370,000);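 active = inhibition above a per-campaign cutoff: mean of compounds within control limits plus 3 SD, cut at about 15% in these data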;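 note: 0% = median of all compound wells on the plate and 100% = blocking peptide control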
# DDE Tn7 FP inh: disrupts Tn7 cyclic peptide binding to fibrin D-Dimer-E complex | P02675 | AID 720508 | actives 0.13% (n = 370,000) | FP displacement of FITC-Tn7 peptide from fibrin DD(E); 0% = median of compound wells per plate | inhibition, % at 8.3 µM;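 active = inhibition above the mean of compounds falling within the control limits plus 3 SD of them, cut at about 14% in these data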;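 note: 0% = plate median of compound wells and 100% = 10 µM Aha-Tn7 peptide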
#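 Measure: % inhibition scaled between sample-field median and high-control FP; Test system: human fibrin DD(E); Quantity: 2 µM final DD(E) protein; Doses: one dose, 8.3 µM nominal; Schedule: compound with protein 10 min, then 3 h after probe, room temperature; Detection: fluorescence polarization; Medium: Tris buffer with calcium and detergent, pH 7.8.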
# SIAE inh: blocks human sialic acid acetylesterase. Q9HAT2. SIAE FP-Rh probe binding, fluorescence polarization. inhibition, % at 9.66 µM. actives 0.69% (n = 370,000). AID 1053197;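 active = inhibition above a cutoff: mean of compounds within the control limits plus 3 SD of those, cut at about 17% in these data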;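 note: 0% = plate median of compound wells and 100% = probe without SIAE protein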
# The depositor's hits bear a star; i = inactive; · = not tested or not shown.
molecule	ADAM17 inh	SIAE inh	ADAM10 inh	DDE Tn7 FP inh	TDP2 inh	ARFGAP1 inhibitor	PLCg1 inh	PLC-beta3 inh	Tn6 DDE FP	ASAP1 GAP inh
S=C(Nc1ccc(Oc2ccccc2)cc1)N1CCOCC1	-9.6	-3.8	-4.1	0.4	3.0	-0.4	3.0	-3.5	-8.6	6.5
CCNC(=O)NC(=O)CSc1nc2ccccc2n1CC(C)C	2.2	1.4	3.0	-6.7	0.1	-0.9	2.8	0.5	2.0	-0.7
C/C(C=NNC(=O)CSc1nnc(-c2ccc(Cl)cc2)n1-c1ccc(C)cc1)=C\c1ccccc1	1.9	-4.3	4.5	-10.3	-0.6	·	3.7	7.0	-1.9	·
O=[N+]([O-])c1ccc(S(=O)(=O)NCC(c2cccnc2)N2CCc3ccccc3C2)cc1 (stereo not drawn)	1.6	1.8	-8.5	-4.6	6.5	6.7	4.4	-8.5	10.3	-8.9
Cc1nn(C)c(C)c1S(=O)(=O)N(CC(=O)NCCN1CCOCC1)c1ccc(C(C)C)cc1	0.7	-0.2	-7.2	1.5	-7.3	-1.1	-1.3	1.9	5.0	2.5
O=S(=O)(NC1=NCCC1)c1ccc(F)cc1	0.4	-1.5	9.6	0.7	3.0	1.0	4.4	4.8	-1.0	-7.3
Nc1c(N2CCCCC2)c2ccccc2oc1=O	2.0	3.1	3.3	-5.8	6.0	7.1	-5.2	-0.7	5.3	-1.5
CC(=O)c1ccc(-n2ccnc2)cc1	-1.9	-7.8	0.5	-8.2	-4.2	-2.8	-5.4	-10.6	-3.3	21.7
CCN(CC)CC(=O)NN(Cc1ccccc1)c1ccccc1	-0.9	11.0	-3.2	4.5	9.9	4.1	0.9	-5.4	5.5	-5.1
COc1ccc(S(=O)(=O)Nc2ccccc2C(=O)NC2CC2)cc1NC(C)=O	-18.7	1.2	-95.3	0.7	11.2	13.2	-25.5	-35.7	10.2	-11.2
Nc1nc(CSc2ncn[nH]2)nc(Nc2ccc(F)cc2)n1	0.9	8.3	3.0	7.2	-1.5	-1.8	3.5	7.7	-1.4	-12.1
O=C(CN1C(=O)C2CCCCC2C1=O)Nc1ccc(S(=O)(=O)Nc2ncccn2)cc1 (stereo not drawn)	-1.0	-0.4	-5.5	2.2	2.1	4.8	-2.0	0.3	-6.2	-5.0
COc1ccccc1C1C2C(=O)N(c3ccccc3)C(=O)C2ON1c1ccccc1 (stereo not drawn)	0.0	0.0	4.6	-6.7	-0.2	4.5	1.5	2.7	-1.6	3.0
CCC(C)C(CO)NC(=O)/C=C/[C@H]1O[C@@H](n2cnc3c(NC(=O)c4ccccc4)ncnc32)[C@H](O)[C@@H]1O (stereo partly drawn)	-2.1	-7.1	-2.8	3.0	-7.5	9.2	-2.9	1.1	5.3	-11.9
Cc1ccc(-c2cc(C(F)F)n3ncc(C(=O)N4CCN5CCCC5C4)c3n2)cc1 (stereo not drawn)	-40.9	-3.2	-113.6	4.3	0.5	0.0	-286.3	-316.3	-1.3	-1.9
C/C(=N\NC(=O)c1csc(C)c1C)c1ccco1	-0.2	-4.7	3.6	0.2	-0.3	6.0	1.6	-0.8	0.5	0.3
COc1ccc(Cl)cc1NC(=O)CSc1nc(-c2ccccc2)cc(=O)[nH]1	8.0	-1.9	12.0	0.0	-9.8	3.4	6.9	-5.1	-2.0	-14.1
O=C(CCl)Oc1ccc2occ(C(=O)c3cccs3)c2c1	-0.7	2.3	-4.4	5.2	23.0	-0.7	7.6	7.8	-0.8	7.3
CCOP(=O)(OCC)c1nc(-c2ccc(C)cc2)oc1NCc1ccccc1	-72.5	2.1	-341.7	-11.8	-0.6	-1.0	-49.4	-50.2	-11.9	-10.4
COc1ccc(CNC(=O)/C(C#N)=C/c2cccc(OC)c2OC)cc1	-2.7	6.8	6.8	0.2	5.9	-1.0	-8.3	-17.9	4.4	6.2
Cc1cccc(C(CC(=O)O)NC(=O)C(F)(F)F)c1 (stereo not drawn)	-1.8	-0.1	-6.2	0.7	4.4	-0.6	-0.8	0.8	11.4	-8.4
COc1ccc(S(=O)(=O)CCc2nc3ccccc3s2)cc1	-1.9	-3.5	3.1	-0.2	8.8	-8.1	0.0	-0.9	0.5	2.8
CN1CCN(C(=O)CC2(CC(=O)O)CCCC2)CC1	-2.5	-0.7	-4.7	-7.0	-0.3	-1.9	3.2	1.1	-4.3	10.4
CCOC(=O)c1sc(NC(=O)C(C)Sc2nnc(N)s2)nc1C (stereo not drawn)	0.2	0.2	1.7	-1.7	2.1	2.0	-1.4	2.2	-1.1	3.2
O=C(NCCc1ccccc1F)c1ccc2c(c1)ncn2C1CCCCC1	1.2	-3.0	-5.6	2.7	-2.9	·	-2.0	-2.4	3.7	·
NC(=O)c1cc(-c2csc(-c3cccnc3)n2)ccc1O	-5.3	8.0	-4.5	-0.9	7.1	1.3	-13.9	-28.9	-5.8	11.3
COc1ccc(CCC(=O)NC(C)c2ccccc2)cc1OC (stereo not drawn)	-6.8	-1.6	-14.6	1.2	6.5	5.5	-0.5	-3.4	-3.1	-4.5
O=C(CSc1nnc(-c2cccs2)n1-c1ccccc1)NCC1CCCO1 (stereo not drawn)	-1.8	-2.8	3.3	-5.8	-1.0	9.1	-0.8	2.0	0.5	-6.3
Cc1ccc(S(=O)(=O)Oc2ccc(/C=N/NC(=O)c3ccncc3)cc2)cc1	-2.9	-1.6	-14.0	1.1	-4.8	3.1	1.8	-8.4	-3.0	5.4
O=C(N/C(=C\c1cccc([N+](=O)[O-])c1)C(=O)N(CCO)CCO)c1ccco1	1.4	2.6	-13.5	0.5	-2.8	-4.3	1.0	1.7	2.1	0.8
O=C(Cn1c(NCCO)nc2ccccc21)NCCc1ccc(F)cc1	-1.8	-1.3	2.0	0.3	-0.4	-1.6	-0.7	0.9	6.6	-8.2
CCC1C(=O)Nc2nc(-c3ccccc3)c(-c3ccccc3)n2N=C1C (stereo not drawn)	-1.0	0.3	4.0	-2.7	2.8	-3.5	-3.9	-4.5	3.9	-20.7
CC(C)c1ccc(NC(=O)c2cccc(Br)c2)cc1	-3.2	-4.5	7.0	-2.1	-4.3	-12.7	-0.6	0.2	0.6	-5.5
COc1ccc(-n2nnc3c(=O)n(Cc4cc(C)ccc4C)cnc32)cc1	-6.1	2.2	-1.0	-0.4	8.0	-4.5	-1.9	-1.4	-1.4	-7.6
O=C(NCCc1c[nH]c2ccccc12)OCCCCOC(=O)NCCc1c[nH]c2ccccc12	7.5	10.9	17.8	0.3	-9.5	18.9	3.8	0.9	3.7	11.0
Cc1ccccc1-c1ccc(CN2CCN(C)C(CCO)C2)cc1 (stereo not drawn)	-2.5	-1.4	-8.5	0.8	-1.6	-5.8	0.5	-5.9	12.4	-14.0
Cc1noc(C)c1NC(=O)N(C)C[C@H]1Oc2c(NS(=O)(=O)c3cccs3)cccc2C(=O)N([C@H](C)CO)C[C@@H]1C	-3.4	8.3	-1.9	-3.8	4.7	-4.5	1.4	1.8	-4.2	5.0
CCc1ccccc1NC(=O)c1ccc2c(O)c(S(=O)(=O)c3ccc(OC)cc3)c(=O)[nH]c2c1	-2.1	-0.7	-0.8	-5.9	10.8	6.6	-1.1	-8.8	0.8	3.4
CCOc1ccccc1NC(=S)/C(=C(\[O-])c1ccc2c(c1)OCCO2)[n+]1ccc(CC)cc1	-1.7	4.2	-3.5	-2.7	5.8	-6.6	-4.5	-4.7	-5.5	-4.0
O=C(NCCO)c1ccc(-c2nnc(N3CCOCC3)c3ccccc23)cc1	3.5	-2.5	3.6	-3.8	-3.1	15.1	-3.6	-5.2	5.3	12.8
COc1cc(NC(=S)NC(=O)c2ccco2)ccc1NC(=O)C(C)C	-1.3	0.3	-8.0	1.7	2.4	-1.2	2.5	3.6	4.6	14.5
O=C(O)CCC(=O)NNC(=O)c1cccc(Br)c1	-4.6	3.7	4.0	2.5	6.1	-11.6	-3.0	-23.9	10.4	-1.5
Cc1ccc(S(=O)(=O)C(C)C(=O)NCCS(=O)(=O)c2ccc(Cl)cc2)cc1 (stereo not drawn)	0.7	-0.8	-0.4	-4.1	-3.5	-4.1	1.9	3.8	-1.4	6.3
COc1cc(/C=C2/SC(=S)N(Cc3ccccc3)C2=O)cc(Cl)c1O	-4.4	-199.4	1.4	5.5	12.8	5.0	-29.4	-47.2	5.3	-3.2
Cc1cc(C)n2cc(CSCC(=O)O)nc2n1	-221.2	3.7	i	3.9	0.3	1.9	-191.4	-218.5	3.2	-11.0
COCCNC(=O)C1(C)CCCN(Cc2cccc(F)c2)C1 (stereo not drawn)	0.2	2.7	-5.0	-3.5	-2.2	-6.3	0.1	3.8	-1.4	-18.9
COC(=O)c1nn(-c2ccccc2)nc1-c1nn(-c2ccccc2)nc1C(=O)OC	-1.0	-1.7	-0.3	-6.9	2.1	-5.7	-0.6	4.1	-4.5	5.4
Cc1sc(NC(=O)C2CC=CCC2C(=O)O)c(C(=O)OC(C)C)c1C (stereo not drawn)	-2.9	-0.4	-9.2	2.9	1.6	1.6	-2.5	-1.9	0.9	0.1
COc1cccc(C(=O)N2CCC[C@@H]2C(=O)N2CCC[C@@H]2C(=O)NCc2ccccc2Cl)c1	-3.4	-1.4	-15.3	-5.8	6.1	-0.9	-1.6	-3.0	2.6	3.9

# Four compounds picked at random from those above:
molecule	ADAM17 inh	SIAE inh	ADAM10 inh	DDE Tn7 FP inh	TDP2 inh	ARFGAP1 inhibitor	PLCg1 inh	PLC-beta3 inh	Tn6 DDE FP	ASAP1 GAP inh
Cc1ccc(S(=O)(=O)C(C)C(=O)NCCS(=O)(=O)c2ccc(Cl)cc2)cc1 (stereo not drawn)	0.7	-0.8	-0.4	-4.1	-3.5	-4.1	1.9	3.8	-1.4	6.3
COCCNC(=O)C1(C)CCCN(Cc2cccc(F)c2)C1 (stereo not drawn)	0.2	2.7	-5.0	-3.5	-2.2	-6.3	0.1	3.8	-1.4	-18.9
Cc1cc(C)n2cc(CSCC(=O)O)nc2n1	-221.2	3.7	i	3.9	0.3	1.9	-191.4	-218.5	3.2	-11.0
COC(=O)c1nn(-c2ccccc2)nc1-c1nn(-c2ccccc2)nc1C(=O)OC	-1.0	-1.7	-0.3	-6.9	2.1	-5.7	-0.6	4.1	-4.5	5.4
